Source: PubChem
hcGAS lum – Primary biochemical luminescence assay for human cyclic GMP-AMP synthase inhibitors; Q8N884; recombinant h-cGAS, ATP depletion, Kinase-Glo luminescence; inhibition, % at 12.5 µM; actives 0.081% (n = 290,000);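 further: 0% = vehicle reaction and 100% = reaction without DNA for no activity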
Target sequence (Q8N884 whole entry, looked up): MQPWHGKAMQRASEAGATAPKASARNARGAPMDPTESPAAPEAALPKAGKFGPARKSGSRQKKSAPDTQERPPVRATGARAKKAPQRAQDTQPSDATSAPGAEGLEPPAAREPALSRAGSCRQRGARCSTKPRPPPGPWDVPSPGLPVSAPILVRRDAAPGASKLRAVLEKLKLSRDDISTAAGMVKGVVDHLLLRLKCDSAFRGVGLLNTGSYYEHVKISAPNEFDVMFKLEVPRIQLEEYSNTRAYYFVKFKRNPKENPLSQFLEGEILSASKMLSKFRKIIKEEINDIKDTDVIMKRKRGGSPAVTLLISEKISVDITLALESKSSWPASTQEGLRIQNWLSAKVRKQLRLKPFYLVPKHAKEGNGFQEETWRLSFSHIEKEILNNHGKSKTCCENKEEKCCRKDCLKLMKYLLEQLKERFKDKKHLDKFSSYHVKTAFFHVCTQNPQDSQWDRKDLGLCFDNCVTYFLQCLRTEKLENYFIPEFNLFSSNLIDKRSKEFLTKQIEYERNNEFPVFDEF
mcGAS lum – cyclic GMP-AMP synthase inhibitors, mouse, primary biochemical chemiluminescence | Q8C6L5 | recombinant cGAS, Kinase-Glo ATP depletion luminescence | inhibition, % at 12.5 µM | actives 0.15% (n = 160,000) | AID 1259399, 2018;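 further: 0% = negative control wells and 100% = reference inhibitor with no enzyme activity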
NPYLR7 ag – agonists of mosquito NPYLR7 receptor, primary screen, cell-based, Aedes aegypti, calcium fluorescence, mosquito biting behavior; Aedes aegypti neuropeptide Y-like receptor 7 (NPYLR7); HEK293T NPYLR7/Galpha15, GCaMP6s calcium fluorescence; activation, % at 10 µM; actives 0.15% (n = 270,000); in the data active means activation above about 40%;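 further: 0% = vehicle and 100% = reference agonist at the receptor; some compounds past the cut are filed as inactive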
An asterisk follows results filed as active; x = no result given; & = joins results of further samples. Unless noted, no stated cut-off is given here; in the data, active means inhibition above about 40%; inactive means the rest.

molecule,hcGAS lum,mcGAS lum,NPYLR7 ag
CC(NC(=O)CCc1nnc(-c2ccc3c(c2)OCO3)o1)c1cccc2ccccc12 (centres undefined),-2,x,5
CSc1ccccc1C(=O)Nc1cc(-c2cccs2)nn1-c1nc(C)c(C)c(=O)[nH]1,5,x,15
CCCc1cc(=O)[nH]c(-n2nc(C)cc2NC(=O)Cc2ccc(OC)c(OC)c2)n1,0,-2,-4
CCc1nn(C)c(Cl)c1CN(C)Cc1cnn(-c2ccccc2)c1,-8,x,-1
Cc1ccc(Sc2c(C)nn(C(=O)CNS(=O)(=O)c3ccccc3)c2C)cc1,-3,x,1
CCOC(=O)N1CCC(Nc2nc(-c3ccc4c(c3)CCC(=O)N4)cs2)CC1,-3,-7,-1
CN(C)c1nc(N)nc(CN2CCN(CC(F)(F)F)c3ccccc32)n1,-8,-17,5
COc1cc(OC)cc(C(=O)Nc2nc(-c3ccc4c(c3)CCC(=O)N4)cs2)c1,-4,-9,-4
COc1nc(OC)nc(-c2ccc(F)c(CO)c2)n1,1,x,13
CCCn1cc(CNC(C)c2cnn(-c3cccc(F)c3)c2C)c(C)n1 (centres undefined),-2,-1,-11
CC(C)=CC(=O)Nc1cc(C(F)(F)F)ccc1NS(C)(=O)=O,-3,x,3
CC(C)c1nccn1CCCNC(=O)c1cnccn1,-5,-12,-4
CCNC(=S)NCc1ccc2[nH]c(C)cc2c1,10,x,4
O=C(CSc1nnnn1C1CC1)N1CCN(C(=O)c2cccs2)CC1,13,x,0
CC(=O)Nc1nc(C(C)(C)C)cs1,-9,-3,4
COc1ccccc1NS(=O)(=O)c1cccc(C(=O)Nc2ccccc2C(=O)O)c1,5,23,-20
Cn1c(C2CCCN(S(C)(=O)=O)C2)nn(Cc2cccc3ccccc23)c1=O (centres undefined),-1,-7,-4
CCC(Sc1nc2ccccc2s1)C(=O)Nc1cccc2ccccc12 (centres undefined),-4,-6,0
COc1ccccc1-c1nnc2n1N=C1CCCCC1S2 (centres undefined),-9,x,1
CSc1ncc(CC(=O)O)c(Sc2ccc(Cl)cc2)n1,-5,x,3
CCCC(=O)N1CCC1(C)C(=O)Nc1cc(-c2ccccc2)nn1C (centres undefined),-11,-6,-1
CCOc1ccc(C(=O)Nn2cnc3c(cnn3-c3ccc(C)cc3)c2=O)cc1,-4,x,0
OCC1(Cc2ccccc2Cl)CCN(Cc2cccc3cccnc23)CC1,-14&-3,1,5&-6
CCOC(=O)c1cc(-c2cccc(NC(=O)c3ccc4sccc4c3)c2)n(-c2ccccn2)n1,-3,-5,4
CCOC(=O)CCc1c(C)nc2ncnn2c1N1CCN(C(=O)COCCOC)CC1,0,1,-2
Cc1cc(O)c(-c2n[nH]c3c2C(c2ccccc2)N(CCO)C3=O)cc1C (centres undefined),1,-2,-11
O=C(Cn1nc2c(c1NC(=O)c1cc(-c3ccccc3)on1)CSC2)NCc1ccco1,8,13,-4
Cc1ccc(-c2nnco2)cc1,-7,x,7
COc1cc(CNCc2cccnc2)ccc1OCc1ccccc1,-1,1,-8
Cc1ccccc1NC(=O)c1cc(S(=O)(=O)Nc2cccc(F)c2)ccc1Cl,-5,-7,-13
C=CCOCC(O)CN(CC=C)CC(=O)N1CCc2sccc2C1COc1ccc(C)cc1C (centres undefined),1,1,-8
Cn1c(S(=O)(=O)Cc2ccccc2)nc2ccccc21,-7,-4,-3
CCC(CC)C(=O)N1CCC(NC(=O)NCC(OC)c2ccccc2)CC1 (centres undefined),-10,x,2
O=C(N1CCN(S(=O)(=O)c2cccs2)CC1)n1ccnc1,-3,x,2
O=C(Cn1cnc([N+](=O)[O-])n1)N/N=C\c1cccc([N+](=O)[O-])c1,-1,-4,-8
Cc1onc(-c2c(Cl)cccc2Cl)c1C(=O)N1CCC(c2nc(-c3ccc4c(c3)OCO4)no2)CC1,-9,-5,5
COc1ccccc1NC(=O)N(Cc1ccc(F)cc1)Cc1ccccc1OS(C)(=O)=O,-1,-3,4
CN(CCc1ccccn1)C(=O)CCC1CCCN(C(=O)c2c3c(nn2C)CCCC3)C1 (centres undefined),-10,x,11
COC(=O)c1cncc(C(=O)OC)c1,4,x,-3
O=S(=O)(c1ccc(CCl)o1)N1CCCC1,-8,x,5
N#Cc1cnc(N2CCC(NC(=O)Nc3ccc(F)cc3)C2)c(Cl)c1 (centres undefined),-13,x,11
CN1CCN(c2cc(OCCNS(=O)(=O)c3ccc(F)cc3)ncn2)CC1,-5,x,0
Cn1ccc2cc(C#N)ccc21,-6,x,9
COCc1ccc(C(=O)N2CCCC(CCC(=O)NCc3ccccc3Cl)C2)o1 (centres undefined),-10,x,6
CCOc1ccc(NC(=O)N2CCC3(CC2)SCCN3C(=O)COc2ccccc2)cc1,-10,-4,-13
COc1cccc(C(=O)N(Cc2nccn2Cc2cccc(F)c2)C2CC2)c1,-3,-3,8
CS(=O)(=O)CCCCN=C=S,1,x,-10
O=C(Nc1ccc(Cl)c(C(F)(F)F)c1)C(c1ccccc1)N1CCCC(O)C1 (centres undefined),-12,x,5
COC(=O)CN1CCN(c2nc(C)nc3sc4c(c23)CCCC4)CC1,-10,x,-3
O=C1/C(=C/c2ccccc2F)SC(=S)N1CC1CCCO1 (centres undefined),-7,x,1
Cc1ccc(CNCC2CC3C=CC2C3)cc1 (centres undefined),-9,x,5
Cc1ccc(C(O)=C2C(=O)C(=O)N(CCCN(C)C)C2c2cccc([N+](=O)[O-])c2)cc1 (centres undefined),-7,x,4
CCc1nc2ccc(C(=O)N(C)Cc3ccccc3)cn2c1N(CC)Cc1cccc(Br)c1,-6,-2,11
O=C1CCc2cc(S(=O)(=O)Nc3ccccc3C(F)(F)F)cc3c2N1CC3,3,x,5
CC12CCC(c3c(C(=O)O)nn(-c4ccccc4)c31)C2(C)C (centres undefined),5,x,-3
N#Cc1ccccc1NCc1ccc(CN2CCOCC2)cc1,-7,-6,8
Cc1[nH]c2ccc(C(=O)N(C)CC(=O)N(C)C)cc2c1C,-4,x,-1
Cc1c(-c2ccccc2F)[nH]c2ccc(CNC(=O)c3ccc(CO)o3)cc12,-6,-13,3
O=C(c1ccc2nonc2c1)N1CCCC2(CCCc3ccccc32)C1 (centres undefined),-4,x,13
COc1cc(-c2onc(C)c2C(=O)NCc2cccc(F)c2F)cc(OC)c1OC,-3,-7,28

Looked up by structure from above (two):
molecule,hcGAS lum,mcGAS lum,NPYLR7 ag
CN(CCc1ccccn1)C(=O)CCC1CCCN(C(=O)c2c3c(nn2C)CCCC3)C1 (centres undefined),-10,x,11
O=C1/C(=C/c2ccccc2F)SC(=S)N1CC1CCCO1 (centres undefined),-7,x,1

Next section.
SMILES | hcGAS lum | mcGAS lum | NPYLR7 ag
O=C(Cn1cc(OCc2ccc(F)cc2)c(=O)cc1CO)NC1CCCC1 | 3 | 1 | 7
CCN(C(=O)CSCc1nc(N)nc(N(C)C)n1)C1CCCCC1 | 0 | x | -1
CSC1=NCCN1C(=O)c1cc(Br)cn1C | -7 | x | 4
Cc1nnc(-c2cc3ccccc3n2CC(=O)NC(C)C)o1 | -1 | -3 | -4
COc1cccc(Nc2cc(C)nc3c4c(C)cc(C)nc4nn23)c1 | -1 | -1 | 1
CCOc1ccccc1N1CCn2c1nc1c2c(=O)n(CC)c(=O)n1C | -8 | -9 | x
Cc1ccccc1NC(=O)N1CCN(C(c2ccccc2)c2ccc(Cl)cc2)CC1 (centres undefined) | -5 | -6 | 21
Cc1cccc(Oc2cc(N3CCN(C(=O)C4CCCCC4)C(C)C3)ncn2)c1 (centres undefined) | -7 | -6 | 4
CCN(CC)S(=O)(=O)c1cc(C(=O)Nc2ccc(OC)cc2)ccc1Cl | -6 | -5 | 3
C=CCn1c(N2CCOCC2)nc2c1c(=O)[nH]c(=O)n2C | 1 | x | 3
COCCN(CCOC)C(=O)NC1CC(=O)N(c2ccc(OC)c(OC)c2)C1 (centres undefined) | -5 | -8 | -4
NC(=O)Cn1cc(NS(=O)(=O)c2ccc(Br)cc2Cl)cn1 | 1 | x | -2
COc1ccc(-c2nc(N3CCN(S(=O)(=O)c4ccc(F)cc4)CC3)c3ccccc3n2)cc1 | 0 | -4 | x
CCN(CC(=O)N1CCc2sccc2C1COc1ccc(C)cc1C)CC(O)Cc1ccccc1 (centres undefined) | -5 | -4 | 3
CCC(C)N1Cc2cc(NC(=O)c3ccc(C#N)cc3)ccc2OCC1=O (centres undefined) | -5 | -4 | x
O=C(NC1CCN(c2ccccc2C(=O)NCc2ccco2)CC1)c1cccc(F)c1 | -8 | -7 | -4
CCc1cc(Br)ccc1S(=O)(=O)N1CCCN(Cc2cc(=O)c(OCc3ccc(C(C)(C)C)cc3)co2)CC1 | -9 | -6 | 22
O=c1c2nnn(-c3ccc(F)cc3)c2ncn1Cc1ccc(F)cc1 | -3 | x | 8
Cc1csc(SCC(=O)N(C)C2CCCN(Cc3ccccc3F)C2)n1 (centres undefined) | -4 | x | 19
Cc1ccccc1C(=O)N(CCCCN1C(=O)c2ccccc2C1=O)c1ccc(Cl)cc1 | 0 | 0 | -16
O=C(NCc1ccncc1)c1cc(-c2ccc(F)cc2)nn1-c1cccc([N+](=O)[O-])c1 | -5 | -6 | 0
CCOc1ccc(S(=O)(=O)CC(=O)NC2CC2)cc1 | 1 | x | 1
Cc1nn(C)c(C)c1S(=O)(=O)N1CCCN(CC2CC2)C(C(C)C)C1 (centres undefined) | -4 | -12 | 4
Cc1ccc(-n2nc(C)cc2NC(=O)CC2=CCCCC2)nn1 | -7 | -15 | -1
O=S(=O)(c1ccc2c(c1)nc(SCc1ccc(C(F)(F)F)cc1C(F)(F)F)n2CCCN1CCOCC1)N1CCOCC1 | -9 | -9 | 5
CC(O)CNc1ncnc2c1c(-c1ccccc1)cn2-c1ccc(Br)cc1 (centres undefined) | -4 | -8 | -1
COc1cc(C=C2SC(=O)N(CCNC(=O)c3ccccc3O)C2=O)cc(OC)c1OC | -6 | 7 | 8
CCOC(=O)C(CC)Sc1ccc(NC(=O)C2CC2)nn1 (centres undefined) | 2 | x | 1
CC1(C)O[C@@H]2C[C@@](OCc3ccccc3)(C(=O)NCCN3CCOCC3)CC(OCc3ccccc3C#N)[C@@H]2O1 (some centres undefined) | -7 | -4 | 20
CC(=O)c1cccc(NC(=O)C(C)N2C(=O)c3ccccc3S2(=O)=O)c1 (centres undefined) | -6 | x | 8

Next part, starting with the last 5 of the part before.
SMILES | hcGAS lum | mcGAS lum | NPYLR7 ag
CC(O)CNc1ncnc2c1c(-c1ccccc1)cn2-c1ccc(Br)cc1 (centres undefined) | -4 | -8 | -1
COc1cc(C=C2SC(=O)N(CCNC(=O)c3ccccc3O)C2=O)cc(OC)c1OC | -6 | 7 | 8
CCOC(=O)C(CC)Sc1ccc(NC(=O)C2CC2)nn1 (centres undefined) | 2 | x | 1
CC1(C)O[C@@H]2C[C@@](OCc3ccccc3)(C(=O)NCCN3CCOCC3)CC(OCc3ccccc3C#N)[C@@H]2O1 (some centres undefined) | -7 | -4 | 20
CC(=O)c1cccc(NC(=O)C(C)N2C(=O)c3ccccc3S2(=O)=O)c1 (centres undefined) | -6 | x | 8
C=C1C(C)(C)[C@H]2CC[C@]1(C(=O)NCc1cc(COC)n[nH]1)C2 | 4 | -12 | 1
O=C(C(c1ccccc1)n1cccc1)N1CCOCC1 (centres undefined) | 2 | x | 16
CC1CCC(C(C)C)C(OP(=O)(NC(C)C)c2ccccc2)C1 (centres undefined) | -5 | x | 14
CCOC(=O)CC(C)(O)c1cccc(O)c1 (centres undefined) | -7 | x | 6
CCc1nc2c(OCC(=O)N3CCOCC3)cccn2c1N(C=O)Cc1ccccc1 | -11 | -5 | -3
CN(Cc1ccccc1)c1nc2c(c(=O)[nH]c(=O)n2C)n1Cc1ccccc1F | -5 | x | 5
CCc1ccc(-c2cc3c(=O)n(Cc4nc(-c5ccc(OC)cc5OC)no4)ccn3n2)cc1 | -6 | -8 | 2
CCc1ccccc1N1C(=O)CSC1c1ccc(NC(=O)c2ccc([N+](=O)[O-])cc2)cc1 (centres undefined) | -5 | -5 | x
COc1ccc(N(C)S(=O)(=O)C2Cc3ccccc3C2)cc1OC | -9 | x | 3
Cc1oc2ccccc2c(=O)c1C(=O)c1cccs1 | -2 | x | 10
CCOC(=O)c1sc(-c2cccc([N+](=O)[O-])c2)cc1NC(=O)c1cccnc1Cl | -5 | x | 5
COc1ccc(F)c(CN2CCCC3(CCN(c4cc(OC)ncn4)C3)C2=O)c1 (centres undefined) | -7 | x | 0
CCOC(=O)c1ccc(N=c2scc(-c3ccccc3)n2NC(=O)c2ccccc2OC(F)(F)F)cc1 | -1 | -3 | -6
